Source: PubChem BioAssay
Platelet DG rel = inhibitors of platelet dense granule secretion, primary screen, cell-based, MLPCN, human platelets; AID 1663, 2009; inhibition, %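 (compounds screened at 7.5 µM in platelet-rich plasma)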; 300,000 tested, 0.22% active; human platelet-rich plasma, SFLLRN dense granule ATP release, luminescence;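 active = mean replicate score, as percent of positive control, at or above 50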
TRPC4 potent = positive allosteric modulators of TRPC4, primary screen, cell-based, mouse TRPC4beta, HEK293 mu-opioid, Fluo-4 calcium; DAMGO EC20, Fluo-4 Ca2+ flux; stronger effect = higher value; AID 2227, 2009; Short transient receptor potential channel 4 (Mus musculus), Q9QUQ5; 310,000 tested, 0.42% active; B-score at 10 µM;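 active = B-score of calcium response area above 5 SD of library B-scores, with initial fluorescence ratio within 5 SD of library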;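 note: B-score of integrated fluorescence ratio over time as area under calcium response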
KCNQ1 block = inhibitors of human KCNQ1 channel, primary screen, cell-based, thallium flux, high-throughput; Potassium voltage-gated channel subfamily KQT member 1 (Homo sapiens), P51787; CHO-K1 KCNQ1, FluxOR thallium flux fluorescence; stronger effect = higher value; B-score at 10 µM; 310,000 tested, 1.3% active;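 active = compounds whose thallium flux B-score, printed positive for inhibition, exceeds three library SD while starting fluorescence stays within three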;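 note: channel opened by potassium depolarization with thallium stimulus after 20 min compound exposure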
TRPC4 inh = inhibitors of mouse TRPC4 channel, primary screen, Fluo4 calcium, HEK293 TRPC4beta/mu-opioid cells; Short transient receptor potential channel 4 (Mus musculus), Q9QUQ5; DAMGO-evoked Fluo4 calcium flux; stronger effect = lower value; B-score at 10 µM; 300,000 tested, 0.39% active; AID 2247, 2010;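 active = B-score over 3 SD under the library average, no early fluorescence shift, positive overall ratio signal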
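System: stable TRPC4beta/mu-opioid receptor HEK293 cells; Dosing: single-point compound dosing; Measured by: Fluo4 Ca2+ flux fluorescence; Read-out basis: per-well B score of integrated baseline-normalized Fluo4 ratio.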
KCNK9 block = KCNK9 potassium channel inhibitors, primary screen, HEK293 cells, thallium flux; FluxOR thallium flux fluorescence; stronger effect = lower value; B-score at 10 µM; 310,000 tested, 1.2% active; AID 488922, 2010;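 active = ratio B-score over 3 SD below the library mean, with starting fluorescence within 5 SD of its mean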;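 note: negative B-score means less thallium flux so channel inhibition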
KCNQ1 pot = potentiators or activators of KCNQ1 channel, primary screen, cell-based, thallium flux, high-throughput. CHO-K1 KCNQ1, thallium flux FluxOR fluorescence; stronger effect = higher value. 310,000 tested, 0.35% active. AID 2648, 2010. B-score at 10 µM;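 active = fluorescence ratio B-score, a plate-corrected score, at least three library SD, with initial intensity B-score within 5 SD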
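Schedule – 37 °C overnight plating, 90-min dark dye load, 20-min compound pretreatment · System – stable KCNQ1 CHO-K1 line · Probe or stimulus – thallium- and potassium-containing depolarizing buffer · Measured by – kinetic FluxOR fluorescence, 10 s baseline plus 110 s post-stimulus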
Dyrk1A ADPGlo = rat Dyrk1A kinase inhibitors, primary screen, biochemical, single point, plate reader; 310,000 tested, 0.43% active; Dual specificity tyrosine-phosphorylation-regulated kinase 1A (Rattus norvegicus), Q63470; AID 504441, 2011; inhibition, % at 12.5 µM; ADP-Glo luminescence, NFATc1 peptide; in the data active = inhibition above about 50%;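 note: plate controls were vehicle with enzyme for no effect and no enzyme for full effect; many of its hits are not listed in these tables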
TRPC4 agonist = activators of mouse TRPC4 channel, primary screen, Fluo4 calcium, HEK293 TRPC4beta/mu-opioid cells | AID 2237, 2010 | 310,000 tested, 0.49% active | Fluo4 calcium fluorescence; stronger effect = higher value | B-score at 10 µM;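 active = B-score above 5 SD of library B-scores, and initial fluorescence ratio not above library mean plus 5 SD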;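 note: positive B-score marks a calcium rise read as TRPC4 activation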
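Material: TRPC4beta and mu-opioid receptor HEK293 stable cells | Incubation: 45 min room-temperature Fluo4 loading, 110 s read | Detection: Kinetic Fluo4 calcium fluorescence | Measure: Integrated baseline-normalised fluorescence ratio, converted to per-well B score | Benchmarks: Low control buffer alone, high control maximal DAMGO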
hERG protect = hERG rescue from dofetilide block, primary screen, cell-based, CHO-hERG, FluxOR thallium flux, dofetilide IC70; AID 1511, 2009; Voltage-gated inwardly rectifying potassium channel KCNH2 (Homo sapiens), Q12809; dofetilide IC70 present; activation (rescue from dofetilide block), less the hit threshold, % at 10 µM; 310,000 tested, 0.51% active;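 active = activation above the mean of controls blocked by dofetilide plus 5 SD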;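 note: thallium influx through hERG after potassium depolarization seen as dye fluorescence rise; in these data hits start at about 4.7%; inactives centre near -7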
Target sequence (Q12809 whole entry, looked up): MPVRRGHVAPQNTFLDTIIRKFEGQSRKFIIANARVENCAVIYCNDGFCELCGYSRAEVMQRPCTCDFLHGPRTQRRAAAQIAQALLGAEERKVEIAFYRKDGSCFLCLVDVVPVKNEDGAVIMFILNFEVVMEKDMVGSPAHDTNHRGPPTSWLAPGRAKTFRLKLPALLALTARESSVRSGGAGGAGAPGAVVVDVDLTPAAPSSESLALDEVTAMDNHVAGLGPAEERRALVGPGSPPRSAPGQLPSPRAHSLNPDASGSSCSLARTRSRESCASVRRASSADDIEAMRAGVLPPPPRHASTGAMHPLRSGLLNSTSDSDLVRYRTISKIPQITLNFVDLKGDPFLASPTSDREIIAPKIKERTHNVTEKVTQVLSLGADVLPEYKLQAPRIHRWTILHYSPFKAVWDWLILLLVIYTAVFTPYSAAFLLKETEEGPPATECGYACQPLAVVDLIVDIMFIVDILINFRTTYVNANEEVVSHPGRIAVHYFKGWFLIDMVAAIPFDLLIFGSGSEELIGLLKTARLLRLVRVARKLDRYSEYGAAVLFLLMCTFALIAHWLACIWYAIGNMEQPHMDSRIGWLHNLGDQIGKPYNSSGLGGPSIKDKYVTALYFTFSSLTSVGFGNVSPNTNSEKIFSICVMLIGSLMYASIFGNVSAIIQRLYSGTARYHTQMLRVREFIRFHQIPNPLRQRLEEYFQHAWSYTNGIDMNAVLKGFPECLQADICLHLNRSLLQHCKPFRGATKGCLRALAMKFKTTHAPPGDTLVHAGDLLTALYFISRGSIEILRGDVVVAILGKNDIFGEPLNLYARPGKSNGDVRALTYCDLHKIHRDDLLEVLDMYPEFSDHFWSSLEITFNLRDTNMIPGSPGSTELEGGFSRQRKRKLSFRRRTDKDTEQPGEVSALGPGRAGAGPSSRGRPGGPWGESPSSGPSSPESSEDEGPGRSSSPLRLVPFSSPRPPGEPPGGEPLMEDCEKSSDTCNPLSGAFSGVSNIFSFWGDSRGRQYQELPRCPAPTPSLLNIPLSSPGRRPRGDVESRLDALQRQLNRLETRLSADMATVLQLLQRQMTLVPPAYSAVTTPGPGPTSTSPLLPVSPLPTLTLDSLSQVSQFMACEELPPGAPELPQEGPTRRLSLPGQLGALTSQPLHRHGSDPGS
PolyA inhibitor = polyadenylation inhibitors in yeast reporter cells, primary screen, luminescence, S. cerevisiae; 300,000 tested, 0.02% active; calls only at 12 µM; AID 1875, 2009; S. cerevisiae SKY197-pL101 polyadenylation reporter, beta-gal luminescence; efflux-impaired pdr1/pdr3 knockout yeast; score 100 = 6 SD above DMSO;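 active = lowest replicate activity score at least 50, where 100 means six control SD above control mean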;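 note: yeast exposed to compound for 9 h at 30 °C; higher score means more reporter readthrough which indicates perturbed polyadenylation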
KCNK3 block = human KCNK3 channel inhibitors, primary screen, CHO cells, FluxOR thallium flux, B-score | Potassium channel subfamily K member 3 (Homo sapiens), O14649 | FluxOR fluorescence; stronger effect = lower value | B-score at 10 µM | 340,000 tested, 0.84% active | AID 602410, 2012;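 active = B-score under library mean minus 4 SD, starting fluorescence ratio at most library mean plus 5 SD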;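 note: more negative B-score means stronger inhibition of thallium flux through KCNK3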
An asterisk follows results filed as active; i = inactive; . = no result given; & = joins results of further samples.

nr	mol	Platelet DG rel	TRPC4 potent	KCNQ1 block	TRPC4 inh	KCNK9 block	KCNQ1 pot	Dyrk1A ADPGlo	TRPC4 agonist	hERG protect	PolyA inhibitor	KCNK3 block
1	CCOC(=O)c1c(C)[nH]c(C)c1C(=O)COc1ncnc2ccccc12	-6	i	i	i	i	i	4	i	-11	i	i
2	CCCc1nn(-c2ccccc2)c2c1C(c1cccs1)C(C#N)=C(N)O2 (configuration not stated)	-9	i	7*	i	i	i	0	i	-4	i	i
3	O=C(N/N=C/c1cccc(OC(=O)N2CCOCC2)c1)c1cccs1	2	i	i	i	i	i	1	i	-12	i	i
4	CCOCCn1c(CN2CCN(C(c3ccccc3)c3ccccc3)CC2)nc2c1c(=O)n(C)c(=O)n2C	14	i	i	i	i	i	-3	i	-6	i	i
5	CN1CCN(CCC(=O)Nc2cccc(Br)c2)CC1	-10	i	i	i	i	i	8	i	-5	i	i
6	S=C(NCC1CCCO1)Nc1ccc(Nc2ccccc2)cc1 (configuration not stated)	3	i	i	i	i	i	-1	i	-3	i	i
7	CCOc1ccccc1CN1CCN(Cc2[nH]c3ccccc3c2C)CC1CCO (configuration not stated)	4	i	i	i	i	i	-2	i	-12	i	i
8	CCC(C)(CC(=O)O)CC(=O)Nc1cc(C(F)(F)F)cc(C(F)(F)F)c1 (configuration not stated)	-23	i	i	i	i	i	10	i	-4	i	i
9	CC(=O)N(Cc1cc(=O)[nH]c2ccccc12)c1ccccc1C	-4	i	i	i	i	i	3	i	-9	i	i
10	O=C(COc1ccc(Cl)cc1)N1CCCCC1	-6	i	i	i	i	i	-4	i	-4	i	i
11	O=C(Nc1ncn[nH]1)c1ccccc1Br	-3	i	i	i	i	i	-3	i	-7	i	i
12	Cc1c(-c2nc(-c3ccc(C(F)(F)F)cc3)no2)n(C)oc1=O	1	i	i	i	i	i	4	i	-5	i	i
13	CC(C)(C)C(=O)Nc1cccc(-c2nc3ccccc3[nH]2)c1	-2	i	i	i	i	i	15	i	-16	i	-11*
14	CC1=C(C(=O)NC2CC(C)(C)Cc3c2cnn3-c2cccc(F)c2)OCCO1 (configuration not stated)	-1	i	i	i	i	i	-5	i	-6	i	i
15	COc1cc(NC(=O)CSc2nc(C)cs2)cc(OC)c1	1	i	i	i	i	i	-5	i	-5	i	i
16	Cc1ccc(/C=N/NC(=O)c2c(-c3ccccc3)noc2C)c(O)c1	2	i	i	i	i	i	.	i	-3	i	i
17	Cc1ccc(Cl)cc1NC(=S)N(CCN(C)C)Cc1cccs1	9	i	i	i	i	i	1	i	-6	i	i
18	COc1ccc(Cc2c(O)nc(SCC(=O)NC34CC5CC(CC(C5)C3)C4)[nH]c2=O)cc1	-2&-2	i	i	i	i	i	-1&30	i	-7&-7	i	i
19	O=C1CC(c2ccc(Cl)cc2)n2nc(NS(=O)(=O)c3ccc(F)cc3)nc2N1 (configuration not stated)	13	i	i	i	i	i	-8	i	-6	i	i
20	COc1ccc(CNC(=O)C(C)NS(=O)(=O)c2ccc(C)cc2)cc1 (configuration not stated)	5	i	i	i	i	i	0	i	1	i	i
21	C=CS(=O)(=O)c1ccc(Oc2ccc(S(=O)(=O)C=C)cc2)cc1	1	i	i	i	i	i	0	i	-4	i	i
22	CCNC(=S)N1CCc2cc(OC)c(OC)cc2C1COc1ccc(OC)cc1 (configuration not stated)	5	i	i	i	i	i	7	i	-11	i	i
23	C=CCn1c(=O)c2ccccc2n2c(SCC(=O)NC)nnc12	0	i	i	i	i	i	5	i	-4	i	i
24	COc1ccc(S(=O)(=O)N2CCOC2CNC(=O)C(=O)NCCCN2CCOCC2)cc1 (configuration not stated)	0	i	i	i	i	i	4	i	-2	i	i
25	COc1ccc(-c2cc(CNS(=O)(=O)c3cc(OC)ccc3OC)on2)cc1	-16	i	i	i	i	i	-2	i	-3	i	i
26	CCOC(=S)SCC(=O)Nc1nc(-c2ccccc2)cs1	-4	i	i	i	i	i	-11	i	-10	i	i
27	CC(C)(C)c1cc(NS(=O)(=O)c2cccs2)no1	12	i	i	i	i	i	.	i	-6	i	i
28	Cc1cccc(OCC(=O)O/N=C(\N)Cc2cccs2)c1	0	i	i	i	i	i	8	i	-9	i	i
29	O=S(=O)(/N=C(\Sc1ccccc1)c1ccccc1)c1ccc(Cl)cc1	-18	i	i	i	i	i	-4	i	-21	i	i
30	CS(=O)(=O)c1ccc(Cl)c(NC(=O)Cc2ccsc2)c1	12	i	i	i	i	i	1	i	-8	i	i
31	Cn1cccc1CNCC(O)c1ccccc1 (configuration not stated)	-1	i	i	i	i	i	4	i	-10	i	i
32	COCCC(=O)N1CCC(Oc2ccc(C(=O)N3C[C@@H]4CCC[C@H]3C4)cc2)CC1	2	i	i	i	i	i	-5	i	-7	.	i
33	N#C/C(=C\c1coc2ccc(O)cc2c1=O)C(=O)Nc1nc2ccccc2s1	-1	i	26*	i	i	i	9	i	-25	i	i
34	Cn1c(SCC(=O)N/N=C/C=C/c2ccco2)nc2ccccc21	6	i	i	i	i	i	-4	i	-28	i	i
35	CCN1CC2=C(OC(N)=C(C#N)C2c2ccccc2)/C(=C\c2ccccc2)C1 (configuration not stated)	4	i	i	i	-8.8*	i	-2	i	-21	i	-8.9*
36	O=C1CC(NS(=O)(=O)c2cccnc2)CN1c1ccccc1 (configuration not stated)	-2	i	i	i	i	i	.	i	-9	i	i
37	COc1ccc(CCNC(=O)C(=O)NCC2CCCO2)cc1 (configuration not stated)	-1	i	i	i	i	i	10	i	-4	i	i
38	Cc1ccccc1OCC(=O)NNC(=S)NC(=O)c1ccccc1[N+](=O)[O-]	-4	i	i	i	i	i	8	i	-12	i	i
39	CCOC(=O)N1CCN(C(=O)/C=C/c2cccc([N+](=O)[O-])c2)CC1	-2	i	i	i	i	i	-1	i	-3	i	i
40	CCCCN(C(=S)Nc1cccc(SC)c1)C1CCN(C(C)=O)CC1	3	i	i	i	i	i	-4	i	-6	i	i
41	CCOc1ccc(-c2nc(CSc3nnc(N)s3)cs2)cc1	-1	i	i	i	i	i	10	i	-7	i	i
42	C=CCNC(=S)Nc1ccc(OC(F)F)c(Cl)c1	3	i	9*	i	i	i	0	i	-13	i	i
43	Cc1ccc(NCc2ccccc2O)cc1C	2	i	i	i	i	i	5	i	-14	i	i
44	Cn1c(SCc2ccon2)nc2ccccc2c1=O	7	i	i	i	i	i	-3	i	1	i	i
45	Cn1c(=O)c(=O)n(C)c2cc(S(=O)(=O)N3CCOc4ccccc43)ccc21	-3	i	i	i	i	i	-4	i	-8	i	i
46	CCOC(=O)c1cccc(NC(=O)C(C)N2C(=O)c3ccccc3C2=O)c1 (configuration not stated)	8	i	i	i	i	i	0	i	-9	i	i
47	COc1cc2c(cc1OC)C(C)N(C(=O)c1cc(C)on1)CC2 (configuration not stated)	-3	i	i	i	i	i	-7	i	-7	i	i
48	Cc1ccccc1NC(=O)C(Cl)=C(Cl)Cl	4	i	i	i	i	i	2	i	-15	i	i
49	O=C(N/N=C/c1ccc(O)c(O)c1)C1CC1	.	i	i	i	i	i	.	i	-4	i	i
50	O=c1cnnc(Nc2ccc(Nc3ccccc3)cc2)[nH]1	-7	i	i	i	i	i	5	i	-11	i	i
51	CCN(CC)CCn1nc(C)nc1-c1ccccc1O	6	i	i	i	i	i	-1	i	-1	i	i
52	O=C(CCc1nc(-c2ccccc2)no1)NCCc1ccccc1	4	i	i	i	i	i	-8	i	-8	i	i
53	Cc1nc2c(C)cccc2cc1C(=O)N/N=C/c1ccc(O)cc1	10	i	i	i	i	i	-1	i	-4	i	i
54	COc1ccc(-c2noc(=O)n2Cc2cc(C)ccc2C)cc1	13	i	i	i	i	i	-5	i	-15	i	i
55	O=C1c2cccc3cccc(c23)C(=O)N1CCN1CCN(C(=S)Nc2ccc(Cl)cc2)CC1	1	i	i	i	i	i	-1	i	-11	i	i
56	CC(C)(O)C#Cc1ccc(CN2CCN(C3CCCCC3)C(CCO)C2)s1 (configuration not stated)	5	i	i	i	i	i	0	i	-7	i	i
57	COc1ccc(Cl)cc1NC(=O)CN1CCN(S(=O)(=O)N2CCOCC2)CC1	-4	i	i	i	i	i	1	i	-6	i	i
58	N=c1ccn(Cc2ccc([N+](=O)[O-])cc2)cc1	0	i	i	i	i	i	.	i	-10	i	i
59	COc1ccc(CNS(=O)(=O)CCNC(=O)c2ccc(OC)cc2)cc1	1	i	i	i	i	i	0	i	-13	i	i

Down the list, quoted from above.
Nos. 40 to 44 in KCNK9 block read i, i, i, i, i
Nos. 40 to 44 in KCNK3 block read i, i, i, i, i
Nos. 40 to 44 in KCNQ1 block read i, i, 9*, i, i

Some of the compounds tested (hit frequency here may not be typical).
